TIM10 inh = inhibits growth of TIM10 yeast strain; S. cerevisiae TIM10 strain growth, BacTiter-Glo luminescence, 24 h; inhibition, % at 10 µM; 330,000 compounds, 1.4% hits;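 active = inhibition of 40% or more at the single tested concentration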;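 also: wild-type TIM10 isogenic control strain grown at permissive 25 °C; 0% = DMSO yeast wells and 100% = minimal medium wells without yeast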
Mdm2 MdmX PPI = inhibitors of human Mdm2/MdmX interaction; SaOS-2 split-luciferase Mdm2/MdmX complementation, luminescence; O15151+Q00987; 330,000 compounds, 3% hits; inhibition, % at 8 µM;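 active = inhibition of at least 50% at 8 µM in the primary screen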
CXCR6 inh = blocks human CXCR6 beta-arrestin recruitment; O00574; CHO-K1 PathHunter CXCR6 beta-arrestin, luminescence; inhibition, % at 20 µM; 360,000 compounds, 0.36% hits; AID 602244; in the data active = inhibition above about 34%, passing the limit was not always enough;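 also: antagonist mode with CXCL16 agonist at 10 nM final; 0% = 10 nM CXCL16 with DMSO and 100% = unstimulated wells without agonist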
Target sequence (O00574 whole entry, looked up): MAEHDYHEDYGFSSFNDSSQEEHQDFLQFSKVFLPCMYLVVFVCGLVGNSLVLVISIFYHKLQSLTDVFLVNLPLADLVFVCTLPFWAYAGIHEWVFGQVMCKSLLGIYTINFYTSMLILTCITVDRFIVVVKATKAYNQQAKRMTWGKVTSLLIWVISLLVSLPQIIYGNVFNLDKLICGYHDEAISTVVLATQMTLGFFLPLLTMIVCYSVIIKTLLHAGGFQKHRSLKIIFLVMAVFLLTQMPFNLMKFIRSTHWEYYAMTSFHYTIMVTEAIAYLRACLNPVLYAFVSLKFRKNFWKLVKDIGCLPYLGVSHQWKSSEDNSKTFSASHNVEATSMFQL
tim23-1 inh = growth inhibitors of tim23-1 mutant yeast. S. cerevisiae tim23-1 growth, BacTiter-Glo luminescence, 24 h. inhibition, % at 20 µM. AID 463212. 330,000 compounds, 1.3% hits;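 active = growth inhibition of the mutant yeast at or above 50%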;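 also: temperature-sensitive mutant grown at 25 °C; plate controls were DMSO-treated mutant yeast for no effect and medium wells lacking yeast for full effect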
APJ antagonist = blocks the human apelin receptor APJ. AID 2521. P35414. 330,000 compounds, 0.32% hits. inhibition, % at 20 µM. CHO-K1 APJ beta-arrestin complementation, luminescence;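 active = inhibition above about 40% at 20 µM, limit read from the data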;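 also: cells challenged with 10 nM apelin-13 agonist together with compound; plate controls were apelin-13 plus DMSO wells for no effect and DMSO wells lacking apelin-13 for full effect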
Target sequence (P35414 whole entry, looked up): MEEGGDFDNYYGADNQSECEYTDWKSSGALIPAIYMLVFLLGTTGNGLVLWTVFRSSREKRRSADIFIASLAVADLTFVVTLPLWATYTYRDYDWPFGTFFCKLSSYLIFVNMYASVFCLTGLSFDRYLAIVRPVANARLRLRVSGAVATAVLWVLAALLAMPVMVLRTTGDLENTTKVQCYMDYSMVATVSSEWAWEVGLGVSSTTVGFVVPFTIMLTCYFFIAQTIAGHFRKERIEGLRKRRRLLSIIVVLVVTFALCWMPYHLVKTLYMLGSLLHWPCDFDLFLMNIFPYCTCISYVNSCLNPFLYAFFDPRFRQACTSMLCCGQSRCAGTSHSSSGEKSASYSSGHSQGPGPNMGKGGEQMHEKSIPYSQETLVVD
XBP1 UPR activ = activators of adaptive arm of unfolded protein response (XBP1) | CHO-XBP1 luciferase reporter, IRE1-XBP1 UPR activation, luminescence; percent of tunicamycin response, DMSO as zero | activation, % at 20 µM | 330,000 compounds, 0.33% hits;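 active = versus positive control, 20 µM dose yields 30% or more activation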;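 also: 100% = tunicamycin at 10 µg/mL and 0% = DMSO only wells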
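Material – CHO cell line with stable XBP1 luciferase reporter · Buffer or medium – F12 plus 10% FBS · Compound – single point, 20 µM final compound, 1% DMSO · Schedule – 16-18 h cell attachment at 37 °C, then 6 h compound exposure · Signal – Steady-Glo luminescence read · Benchmarks – high control tunicamycin 10 µg/mL final, low control DMSO vehicle only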
tim10-1 inh = tim10-1 yeast growth inhibition. S. cerevisiae tim10-1 ts strain growth, BacTiter-Glo, 24 h. inhibition, % at 20 µM. 330,000 compounds, 2.2% hits. AID 463190;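 active = inhibition of at least 40%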;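 also: mutant grown at 25 °C; 0% = DMSO wells with yeast and 100% = wells holding no yeast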
APJ ag = agonists of human APJ apelin receptor. activation, % at 20 µM. CHO-K1 APJ PathHunter beta-arrestin, luminescence; 0% DMSO wells, 100% apelin. 330,000 compounds, 0.11% hits. AID 2520. P35414;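 active = activation more than six SD over the plate average, tested at 20 µM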;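 also: 0% = DMSO alone and 100% = apelin-13 at 10 nM; some results filed as inactive read as strong as hits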
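Incubation: overnight seeding, 90 min compound at 25 °C, 1 h detection; test system: PathHunter CHO-K1 APJ (AGTRL-1) beta-arrestin reporter cells; amount: 1000 cells/well; doses: one dose, 20 µM compound, 1% DMSO; measured by: beta-gal luminescence; measure: agonist-driven arrestin binding to APJ; benchmarks: negative DMSO alone, positive Apelin-13 at 10 nM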
UPR CHOP act = apoptotic UPR (CHOP) activation; CHO-CHOP luciferase reporter, luminescence; percent of tunicamycin response over DMSO baseline; activation, % at 10 µM; 330,000 compounds, 0.34% hits;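 active = at 10 µM dose, activation of 40% or more, normalized to positive control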;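 also: 100% = tunicamycin at 10 µg/mL and 0% = DMSO alone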
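Test system: CHO CHOP reporter cells. Input: 500 CHO-CHOP cells per well. Medium: F12 with 10% FBS. Technique: luciferase luminescence. Measure: percent activation relative to tunicamycin control. Dosing: 10 µM compound, 0.5% DMSO. Timing: 16-18 h cell attachment, then 6 h compound exposure, 37 °C.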
Active calls of the source: *; nt = no result given. This is a subset, so the mix of outcomes need not match the whole.

nr | canonical_smiles | TIM10 inh | Mdm2 MdmX PPI | CXCR6 inh | tim23-1 inh | APJ antagonist | XBP1 UPR activ | tim10-1 inh | APJ ag | UPR CHOP act
1 | N#Cc1ccc(CSc2nnc(-c3cccnc3)o2)cc1 | -2 | 12 | 7 | 2 | 13 | -2 | -3 | -3 | 0.2
2 | COc1ccccc1N1CC(C(=O)Nc2cc(C(F)(F)F)ccc2N2CCCC2)CC1=O (configuration not stated) | 10 | -18 | -1 | 15 | 17 | -2 | 11 | -1 | -0.1
3 | COCCCn1c(C(=O)NCCC2=CCCCC2)cc2c(=O)n3ccccc3nc21 | -8 | 12 | 5 | 28 | -2 | 1 | 34 | -1 | 0.3
4 | CC(CC(=O)Nc1cc([N+](=O)[O-])ccc1Cl)c1ccccc1 (configuration not stated) | 21 | 7 | 0 | 16 | 10 | 0 | 9 | 5 | 1.5
5 | Cc1ccc(SCCC(=O)NCc2ccccn2)cc1 | -17 | 3 | -3 | 14 | -2 | 2 | 9 | -4 | 1.0
6 | O=c1cc(N/N=C/c2ccccc2)[nH]c(=O)[nH]1 | 3 | 70* | -1 | -1 | -11 | 5 | -4 | 0 | 2.8
7 | O=C(c1cccc(Oc2c(Cl)cccc2[N+](=O)[O-])c1)N1CCOCC1 | 11 | -13 | -16 | 15 | -14 | -2 | 10 | 9 | 0.5
8 | C=CC[C@@H](Cc1ccc(F)cc1)C(=O)OC[C@H]1CCCN1C(=O)[C@H](CC=C)CC(=O)N[C@H](CO)Cc1ccccc1 | 0 | 15 | -17 | 26 | 3 | -1 | 37 | 2 | 0.9
9 | O=C1/C(=C/c2ccc(O)cc2)SC(=S)N1CC1CCCO1 (configuration not stated) | 10 | -7 | 37 | 38 | 49* | 5 | 18 | -9 | 0.5
10 | Cc1ccc(N=C2SCCCN2C(=O)c2cccc(N3C(=O)CCC3=O)c2)cc1Cl | 28 | -13 | -7 | 4 | -61 | -3 | -13 | 8 | 1.1
11 | COc1cc(C2/C(=C(\O)c3ccc4c(c3)CC(C)O4)C(=O)C(=O)N2c2nnc(C)s2)cc(OC)c1OC (configuration not stated) | -6 | 18 | -2 | -1 | -1 | -6 | 1 | -1 | 5.2
12 | Nc1ccc2c(c1)nnn2-c1ccccc1 | 3 | 20 | 5 | 4 | -17 | 1 | -15 | -2 | 1.1
13 | O=C(O)c1cc(-c2ccccc2Cl)n(-c2ccccc2)n1 | 14 | 11 | 2 | 6 | 14 | -1 | 0 | 0 | -0.5
14 | CC1CCN(C(=O)Cn2cnc3c(cnn3C(C)(C)C)c2=O)CC1 | -2 | -27 | -1 | 2 | 1 | 2 | -4 | -1 | 4.1
15 | N#Cc1c(/N=C/c2cc3ccccc3s2)sc2c1CCC2 | 0 | -49 | -2 | 4 | 5 | 9 | 18 | -2 | 8.1
16 | O=C(NC(=S)Nc1cccnc1Cl)c1ccc(Cl)cc1 | 32 | -92 | 24 | 18 | 29 | 9 | 32 | -3 | 4.8
17 | Cc1ccc(-c2cc(C(=O)Nc3nccs3)c3ccccc3n2)c(C)c1 | 39 | 42 | 10 | 40 | 0 | 3 | 33 | 2 | -0.2
18 | CC(=O)Nc1ccc(NC(=O)C(C)OC(=O)C2CC(=O)N(CCc3ccccc3)C2)cc1 (configuration not stated) | 8 | 4 | -3 | -17 | 5 | -1 | -3 | 10 | -1.3
19 | Cc1ccc(NS(=O)(=O)c2ccc(Cl)nc2)c(C)c1 | 10 | 12 | 0 | 11 | 10 | 1 | 15 | -3 | -0.2
20 | COc1cccc(OC)c1C(=O)Nc1nc(COc2ccccc2)cs1 | 20 | 14 | -13 | -2 | -13 | -2 | 20 | -3 | -0.6
21 | O=C(Nc1ccc(N2CCOCC2)cc1)c1cccc2ccccc12 | 4 | 10 | 4 | 3 | 3 | 15 | -2 | -1 | 3.8
22 | CC1CCC(NC(=O)c2cccc(S(=O)(=O)N3CCN(c4ccc(F)cc4)CC3)c2)CC1 (configuration not stated) | 13 | -24 | 6 | 6 | -15 | 2 | 14 | 0 | 9.4
23 | CCOc1ccc(C(=O)CSCC(=O)O)cc1 | -4 | 21 | -9 | -4 | 3 | 1 | -9 | -5 | 0.9
24 | CC(=O)Nc1nc(-c2ccc3c(c2)CCO3)cs1 | 10 | -24 | -9 | 13 | -3 | 1 | 7 | -1 | 4.9
25 | Cc1ccc(OCC(=O)NNC(=O)c2ccoc2C)c(Br)c1 | -6 | 21 | 2 | 13 | -5 | -2 | -5 | 0 | 1.4

An excerpt of these results, in transposed form:
1) N#Cc1ccc(CSc2nnc(-c3cccnc3)o2)cc1
2) COc1ccccc1N1CC(C(=O)Nc2cc(C(F)(F)F)ccc2N2CCCC2)CC1=O (configuration not stated)
3) COCCCn1c(C(=O)NCCC2=CCCCC2)cc2c(=O)n3ccccc3nc21
4) CC(CC(=O)Nc1cc([N+](=O)[O-])ccc1Cl)c1ccccc1 (configuration not stated)
5) Cc1ccc(SCCC(=O)NCc2ccccn2)cc1
6) O=c1cc(N/N=C/c2ccccc2)[nH]c(=O)[nH]1
7) O=C(c1cccc(Oc2c(Cl)cccc2[N+](=O)[O-])c1)N1CCOCC1
8) C=CC[C@@H](Cc1ccc(F)cc1)C(=O)OC[C@H]1CCCN1C(=O)[C@H](CC=C)CC(=O)N[C@H](CO)Cc1ccccc1
9) O=C1/C(=C/c2ccc(O)cc2)SC(=S)N1CC1CCCO1 (configuration not stated)
10) Cc1ccc(N=C2SCCCN2C(=O)c2cccc(N3C(=O)CCC3=O)c2)cc1Cl

Screen / compound no.,1,2,3,4,5,6,7,8,9,10
TIM10 inh,-2,10,-8,21,-17,3,11,0,10,28
Mdm2 MdmX PPI,12,-18,12,7,3,70*,-13,15,-7,-13
CXCR6 inh,7,-1,5,0,-3,-1,-16,-17,37,-7
tim23-1 inh,2,15,28,16,14,-1,15,26,38,4
APJ antagonist,13,17,-2,10,-2,-11,-14,3,49*,-61
XBP1 UPR activ,-2,-2,1,0,2,5,-2,-1,5,-3
tim10-1 inh,-3,11,34,9,9,-4,10,37,18,-13
APJ ag,-3,-1,-1,5,-4,0,9,2,-9,8
UPR CHOP act,0.2,-0.1,0.3,1.5,1.0,2.8,0.5,0.9,0.5,1.1

The results go on:
nr | canonical_smiles | TIM10 inh | Mdm2 MdmX PPI | CXCR6 inh | tim23-1 inh | APJ antagonist | XBP1 UPR activ | tim10-1 inh | APJ ag | UPR CHOP act
26 | O=C(NN1C(=O)C2C3C=CC(O3)C2C1=O)c1cccc(O)c1 (configuration not stated) | 4 | 21 | 5 | -15 | 3 | -2 | 8 | -2 | 0.7
27 | CC1(C)Oc2ccc(C(=O)N3CCOCC3)cc2N(CC(=O)Nc2ccccc2)C1=O | 11 | 9 | -8 | 14 | 7 | 0 | 13 | 6 | 1.0
28 | O=C(Nc1ccc(F)cc1)C1CC(=O)N(Cc2ccco2)C1 (configuration not stated) | 10 | 12 | -6 | 6 | 10 | -2 | -13 | 7 | 0.0
29 | COc1ccc(F)cc1C(=O)C1CCCN(C(=O)CCN2CCCCO2)C1 (configuration not stated) | -3 | 26 | -2 | -13 | 2 | 1 | 7 | -4 | 2.2
30 | CC1CCCCN1C(=S)NCc1ccco1 (configuration not stated) | 1 | 10 | -4 | -6 | 3 | -1 | 9 | -2 | -0.7
31 | Cc1ccccc1NC(=O)C1(NC(=O)c2cccc(N3C(=O)CSC3c3ccccc3)c2)CCCCC1 (configuration not stated) | 15 | 31 | 5 | 25 | 13 | 0 | 22 | -8 | -0.4
32 | N=c1c(C(=O)NCc2ccco2)cc2c(=O)n3ccccc3nc2n1CC1CCCO1 (configuration not stated) | 4 | 5 | 2 | 12 | 2 | -1 | 9 | -8 | -2.5
33 | Cc1sc(NC(=O)C2CCCCC2C(=O)O)c(C(N)=O)c1-c1ccccc1 (configuration not stated) | 3 | 40 | -2 | -3 | 0 | 1 | 16 | -3 | 3.5
34 | CCOc1ccc2nc(SC3CC(=O)N(c4ccccc4)C3=O)sc2c1 (configuration not stated) | 12 | 10 | -10 | 10 | 4 | -6 | 11 | 3 | 1.5
35 | O=C1[C@H]2[C@@H](c3ccc(F)cc3)N3C(=O)N(c4cccc(Cl)c4)C(=O)[C@@]3(Cc3ccc(Cl)cc3)[C@H]2C(=O)N1C1CCCCC1 | 18 | 23 | -2 | 24 | 17 | 0 | 20 | -3 | -0.3
36 | CCNc1sc(C(=O)OCC)c(N)c1C#N | 6 | 0 | -7 | 2 | 10 | 7 | 1 | -4 | 0.1
37 | CCCOc1ccc(OCCSc2nnc(N)s2)cc1 | 12 | -53 | nt | 12 | -6 | 4 | -17 | 5 | 5.3
38 | O=C(CCSc1nc(-c2ccco2)cc(C(F)(F)F)n1)N1CCCc2ccccc21 | -4 | 19 | -10 | 26 | 17 | -4 | 21 | 0 | -0.2
39 | Cc1cc(C)c(C(=O)C(C)OC(=O)c2ccccn2)cc1C (configuration not stated) | 6 | 10 | -6 | 19 | 11 | -4 | 17 | 11 | -1.5
40 | COCCN1C(=O)C(=O)/C(=C(/O)c2cccc(S(=O)(=O)N(C)C)c2)C12C(=O)N(C)c1ccccc12 (configuration not stated) | 7 | 8 | -5 | 19 | -23 | 1 | 20 | 0 | -1.5
41 | COc1ccc(S(=O)(=O)N(C)c2c(C)n(C)n(-c3ccccc3)c2=O)cc1OC | -2 | -11 | -14 | -2 | 5 | -6 | -6 | -4 | -1.0
42 | Cc1ccc(NC(=O)CCSc2nc(C)cc(C)n2)cc1 | 7 | 2 | 5 | 9 | -3 | 0 | 7 | -3 | -0.8
43 | COc1ccc(Nc2nc(N)nc(CSC(=S)N3CCCCC3)n2)cc1 | 35 | 22 | 3 | 25 | -3 | 5 | 37 | -2 | 6.5
44 | Cc1cc2[nH]cnc2c([N+](=O)[O-])c1C | -4 | 2 | -7 | 2 | 5 | 1 | 3 | -1 | 0.7
45 | CCCn1c(SCC(=O)c2[nH]c(C)c(C(C)=O)c2C)n[nH]c1=O | 4 | 7 | -6 | -3 | 4 | -1 | 6 | -1 | -0.2
46 | CC1CCc2[nH]c3ccc(C(=O)N(C)CC(=O)Nc4ccccc4C(F)(F)F)cc3c2C1 (configuration not stated) | 20 | -26 | 4 | 32 | 0 | -4 | 31 | -6 | 2.4
47 | Cc1ccc(NC(=O)CSc2nnc(-c3cnccn3)n2-c2ccccc2)cc1 | -14 | 16 | -6 | -28 | -7 | 1 | 8 | 0 | 1.0
48 | O=C(Cc1ccc(Cl)cc1)NC1CCS(=O)(=O)C1 (configuration not stated) | 4 | 23 | 1 | 12 | 12 | -4 | 13 | -3 | 1.7
